# Screening results (PubChem BioAssay)
# S100A4 inh HTS – S100A4-myosin IIA interaction inhibition; P26447; S100A4/TAMRA-MyoIIA peptide fluorescence polarization; inhibition, % at 10.7 µM; 0.14% of 360,000 active;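 active = mean inhibition of at least 70% across replicates, with every replicate also reaching that level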
# Target sequence (P26447 whole entry, looked up): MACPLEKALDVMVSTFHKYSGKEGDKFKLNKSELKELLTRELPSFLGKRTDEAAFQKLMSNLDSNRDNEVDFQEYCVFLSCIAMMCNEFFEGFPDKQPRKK
#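 Compound dosing: one dose per compound; test system: human S100A4 monomer with TAMRA-labelled myosin IIA peptide; probe or stimulus: TAMRA-labelled myosin IIA heavy-chain peptide probe, 5 nM; medium: HEPES buffer with Ca2+, pH 7.2; schedule: 5 min incubation before reading; benchmarks: neutral control DMSO, positive control TFP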
# PGC1a acetyl inh – lowers PGC1a acetylation signal in U2OS cells. AlphaScreen anti-acetyl-lysine; with virally co-expressed GCN5 acetyltransferase. inhibition, % at 15.6 µM. 0.17% of 350,000 active. AID 651687;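 active = every replicate shows inhibition of at least 40%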;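 also: 0% = neutral control wells and 100% = positive control wells; some results beyond the cut were filed as inactive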
# SIRT5 inh – sirtuin-5 (human) deacylase inhibition. inhibition, % at 15 µM. Q9NXA8. Purified SirT5, succinyl-peptide AMC, trypsin-coupled fluorescence. AID 652115. 1.1% of 330,000 active; in the data active = inhibition above about 15%
# LGR2 inh – Drosophila LGR2 receptor signaling inhibition; HEK293 LGR2, CRE-luciferase, bursicon-stimulated, 4 h; inhibition, % at 9.99 µM; 0.35% of 380,000 active; AID 720647;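 active = drop in luminescence signal, shown as inhibition above about 50% in the replicate tests, limit read from the data, passing the limit was not always enough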;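 also: agonist challenge used bursicon conditioned medium at about half maximal strength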
# Cneo AK release – causes C. neoformans cell lysis; lysis activity, % at 15 µM; adenylate kinase release luminescence, 4 h; normalised: neutral wells 0, clomiphene wells 100; 0.2% of 360,000 active;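 active = mean lysis activity across replicates of at least 80%, whatever share of replicates individually reach that level; inactive = mean lysis activity below 80%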
#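 Assay system: Cryptococcus neoformans yeast cells / Dosing: single-point compound dose / Timing: 4 h at 37 °C static, read 1 h later / Measured by: luminescence of released adenylate kinase using an AK detection reagent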
# ERAP1 inh – inhibitors of human ERAP1 aminopeptidase. recombinant ERAP1, Leu-AMC fluorescence, 60 min. inhibition, % at 10.7 µM. 0.15% of 340,000 active;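 active = mean replicate inhibition of at least 30%, or all replicates individually reaching that 30% level; inactive = mean below 30% and not every replicate reaching it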;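 also: 0% = neutral control wells and 100% = L-leucinethiol positive control wells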
# Target sequence (Q9NZ08 whole entry, looked up): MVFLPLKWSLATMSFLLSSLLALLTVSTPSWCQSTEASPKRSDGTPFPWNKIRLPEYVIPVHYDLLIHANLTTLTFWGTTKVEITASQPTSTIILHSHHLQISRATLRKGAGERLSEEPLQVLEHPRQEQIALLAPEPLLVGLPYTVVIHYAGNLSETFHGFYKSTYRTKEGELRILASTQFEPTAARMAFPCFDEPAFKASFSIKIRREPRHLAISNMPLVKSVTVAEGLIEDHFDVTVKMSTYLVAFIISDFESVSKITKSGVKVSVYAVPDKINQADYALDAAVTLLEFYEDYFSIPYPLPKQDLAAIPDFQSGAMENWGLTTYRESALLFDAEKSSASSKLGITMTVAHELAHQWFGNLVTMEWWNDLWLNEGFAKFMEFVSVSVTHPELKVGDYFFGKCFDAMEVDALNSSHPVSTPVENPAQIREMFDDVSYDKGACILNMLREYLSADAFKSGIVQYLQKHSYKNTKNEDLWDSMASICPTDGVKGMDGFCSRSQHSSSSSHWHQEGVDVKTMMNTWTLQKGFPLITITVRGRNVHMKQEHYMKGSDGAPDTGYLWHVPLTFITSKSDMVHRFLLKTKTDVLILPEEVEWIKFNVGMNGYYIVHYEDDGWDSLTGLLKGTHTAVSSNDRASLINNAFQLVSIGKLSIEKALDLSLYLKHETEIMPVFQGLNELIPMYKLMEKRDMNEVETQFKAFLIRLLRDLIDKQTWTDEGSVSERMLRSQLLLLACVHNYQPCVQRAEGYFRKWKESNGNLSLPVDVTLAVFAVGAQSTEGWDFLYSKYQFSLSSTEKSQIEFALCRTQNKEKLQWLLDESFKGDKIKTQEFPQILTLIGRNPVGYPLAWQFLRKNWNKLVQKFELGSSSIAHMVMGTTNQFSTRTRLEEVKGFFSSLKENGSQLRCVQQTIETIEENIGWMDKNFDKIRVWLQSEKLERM
# Xi reactivation – X-chromosome reactivation activator | XiGFP mouse fibroblasts, % GFP-positive cells imaging, 3 d; cells co-treated with 5-aza-dC sensitizer; scaled so ellipticine positive control = 100% | activation, % at 7.58 µM | 0.055% of 360,000 active | AID 743238;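 active = mean normalized replicate activation at least 10% and every replicate at or above 10%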;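 also: 0% = median of on-plate neutral control wells and 100% = ellipticine 6 µM median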
#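 material = 68-5-11 XiGFP fibroblast line | medium = DMEM plus 5-aza-dC sensitizer | schedule = 3 days compound exposure | benchmarks = positive control ellipticine, 6 µM final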
# Statin myotox sup – protects C2C12 myotubes from simvastatin toxicity; ATP luminescence, 48 h; scaled: DMSO 0, geranylgeraniol control 100; rescue of ATP level, % at 7.49 µM; 0.78% of 330,000 active; AID 602340;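 active = mean ATP rescue above about 67%, or every replicate alone reaching that limit, limit read from the data, passing the limit was not always enough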;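 also: myotubes were challenged with 10 µM simvastatin during compound exposure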
# The depositor's hits bear a star; · = no result given; & = joins results of further samples; ! = not confirmed by another sample.
SMILES,S100A4 inh HTS,PGC1a acetyl inh,SIRT5 inh,LGR2 inh,Cneo AK release,ERAP1 inh,Xi reactivation,Statin myotox sup
CCCN(CC(=O)Nc1ccccc1OC)C(=O)c1cnc(Cl)c(Cl)c1,-4,·,1,3,1,2,0.0,11
CC1=CN2C(=NC(=O)CC2(C)C(=O)N(CC(=O)NC2CCCC2)c2cc(C)cc(C)c2)C=C1 (stereo not drawn),-4,-1,-26,13,·,-1,-0.1,·
O=C(NCc1ccco1)c1cc([N+](=O)[O-])ccc1Cl,-2,1,-2,-2,·,1,0.0,·
COc1ccc(NC(=O)CCOc2ccccc2F)cc1S(=O)(=O)N1CCCCC1,3,4,-1,-11,·,0,-0.1,6
C[C@H](c1ccccc1)N1C[C@@H](COCc2ccccc2)Oc2cc(N3CC[C@@H](N(C)C)C3)ccc2S1(=O)=O,12,·,1,9,·,8,0.1,·
O=C(N[C@H]1CC[C@@H](CC(=O)N2CCC(Cc3ccccc3)CC2)O[C@@H]1CO)c1cnccn1,5,0,-5,9,-2,4,-0.3,-2
CCCCNc1ncnc2sc3c(c12)CCN(CCC)C3,1,-2,-10,-7,0,3,0.0,-7
O=C(Nc1ccc(N2CCOCC2)cc1)C1CCN(S(=O)(=O)c2cccc(C(F)(F)F)c2)CC1,-4,·,·,-1,0,-1,0.0,0
Cc1cc(C)n(-c2ccc(C(=O)OCC(=O)NC(c3ccccc3)c3ccccc3)cc2)n1,-5,·,-1,-3,·,-2,-0.1,·
COC(=O)C[C@@H]1CC[C@@H]2[C@H](COc3ccc(NC(=O)Nc4cccc(Cl)c4)cc3C(=O)N2C)O1,0,7,4,19,-3,3,0.1,-2
CC(=O)N1CC2(C1)[C@H](c1ccccc1)[C@H](CO)N2C(=O)c1cnccn1,16,6,1,7,·,0,0.0,·
CC(=O)N(C)C[C@H]1OCc2ccccc2-c2c(n(C)c3ccccc23)C(=O)N([C@@H](C)CO)C[C@H]1C,19,5,-1,10,1,0,0.2,-8
Cc1ccc(C(=O)CSc2ccc(-c3cccnc3)nn2)cc1,0,4,1,4,·,1,0.1,-8
C[C@@H]1CCCCO[C@H](CN(C)C(=O)C2CCCCC2)[C@H](C)CN([C@@H](C)CO)C(=O)c2cc(NC(=O)Nc3ccc(F)cc3)ccc2O1,-2,-8,16*,3,-1,1,0.1,·
Cc1ccc(S(=O)(=O)N(C)C[C@H]2Oc3c(NS(=O)(=O)c4cn(C)cn4)cccc3C(=O)N([C@@H](C)CO)C[C@H]2C)cc1,·,-23,·,-3,·,·,-0.3,-7
C[C@@H]1CN([C@@H](C)CO)C(=O)c2cc(C#Cc3ccncc3)cnc2O[C@@H]1CN(C)CC1CCOCC1,3,-6,3,1,-2,2,0.3,18
Cc1ccc(NC(=O)[C@H](CC(C)C)NC(=O)[C@@H]2Cc3ccccc3CN2)cc1,0,-3,3,-5,-1,-3,0.2,12
Cc1cc(OCC(O)CN2CCc3ccccc3C2)ccc1Cl (stereo not drawn),-2,·,-6,1,1,-3,0.5,3
CCOC(=O)c1ccc2[nH]c3c(c2c1)CN(C)CC3,-1,·,-5,-11,1,1,0.8,2
C=CCN1C(=O)C(CC(=O)Nc2ccccc2)N(Cc2ccccn2)C1=S (stereo not drawn),37,1,-2,4,1,-1,0.1,13
OC1(c2ccccc2)CCN(Cc2ccccc2)C2CCCCC21 (stereo not drawn),·,-20,·,-11,0,·,0.1,-13
CCCCOCCCNC(=O)C[C@@H]1C[C@@]2(C(=O)OC)CCCCC=C2N(Cc2cccc3ccccc23)C1=O,-4,·,4,37,·,1,0.4,·
COc1ccc(/C=C(\NC(=O)c2ccco2)C(=O)NCc2ccco2)cc1,-5,0,-8,-14,2,-4,0.3,7
CC(C)Nc1nc(NC(C)(C)C)nc(Oc2ccc(=O)n(C)n2)n1,2,7,-2,17,-1,-1,0.0,6
CCOC(=O)c1c(NC(=O)COC(=O)c2nccnc2N)sc(C(=O)N(C)C)c1C,-17,·,0,-10,-1,-1,0.0,19
COc1ccc(NC(=O)Nc2ccc3c(c2)CC(=O)N([C@@H](C)CO)C[C@@H](C)[C@@H](CN(C)C(=O)NC2CCCCC2)O3)cc1,3,39,-1,1,-3,3,0.0,-15
COc1ccc(S(=O)(=O)Nc2ccc3c(c2)C(=O)N([C@H](C)CO)C[C@@H](C)[C@@H](CN(C)C)OCCCC[C@H](C)O3)cc1,3,-4,-1,-14,1,-2,0.5,·
COc1ccccc1C(CNC(=O)C1COc2ccccc2O1)N1CCCC1 (stereo not drawn),2,-3,-4,-13,1,1,0.1,-7
COc1ccc(CN2C(=O)CNC2=S)cc1,-12,5,0,12,0,1,-0.1,1
Cc1ccc(NS(=O)(=O)c2ccccc2)c(NS(=O)(=O)c2ccccc2)c1,0,0,2,7,-1,-2,0.2,-1

# Entries of single compounds as entered above. Screens in order: S100A4 inh HTS	PGC1a acetyl inh	SIRT5 inh	LGR2 inh	Cneo AK release	ERAP1 inh	Xi reactivation	Statin myotox sup
# COc1ccc(NC(=O)Nc2ccc3c(c2)CC(=O)N([C@@H](C)CO)C[C@@H](C)[C@@H](CN(C)C(=O)NC2CCCCC2)O3)cc1 across the screens: 3	39	-1	1	-3	3	0.0	-15
# COc1ccc(NC(=O)CCOc2ccccc2F)cc1S(=O)(=O)N1CCCCC1 across the screens: 3	4	-1	-11	·	0	-0.1	6
# COc1ccc(CN2C(=O)CNC2=S)cc1 across the screens: -12	5	0	12	0	1	-0.1	1
# CCCCNc1ncnc2sc3c(c12)CCN(CCC)C3 across the screens: 1	-2	-10	-7	0	3	0.0	-7

# (continued)
SMILES,S100A4 inh HTS,PGC1a acetyl inh,SIRT5 inh,LGR2 inh,Cneo AK release,ERAP1 inh,Xi reactivation,Statin myotox sup
COc1ccc(-n2cnc3ccccc32)cc1,-4,26,1,-5,4,0,·,-10
Cn1c(=O)c(=O)n(C)c2cc(S(=O)(=O)NCCOc3ccccc3Cl)ccc21,8,13,2,·,·,-1,0.0,·
Cc1nc2scc(-c3ccc(C(C)C)cc3)c2c(=O)n1N,-18,-17,-7,-17,·,-10,0.0,·
CO[C@H](CN(C)C(=O)Nc1ccc(C(F)(F)F)cc1)[C@H](C)CN(Cc1ccccc1Cl)[C@H](C)CO,9,-6,4,4,62,0,0.1,-20
CCOC(=O)N1CCC(NC(=O)c2ccc(CS(=O)c3ccc(Cl)cc3)o2)CC1 (stereo not drawn),-10,·,-9,18,0,-1,0.0,11
Nc1nonc1-n1nnc(C(=O)N/N=C/c2ccc(Cl)cc2)c1-c1ccc2c(c1)OCO2,-1,-2,-2,-2,-1,0,0.0,-6
O=C1C(Nc2ccccc2)=CC(c2ccc(O)cc2)N1c1ccccc1 (stereo not drawn),-2,-4,-14,-29,·,-3,-0.2,32
Cc1cc(C)cc(NC(=O)c2ccc(CSc3nnc(C)s3)cc2)c1,·,-4,·,-41,1,·,·,122*
C=CCn1c(SCC2CCCCO2)nc2sc(CC)cc2c1=O (stereo not drawn),-3,-7,-1,6,-1,0,-0.1,-13
COc1cccc(-c2cccc(NC(=O)C3CCN(CCCn4cccn4)CC3)c2)c1,1,0,·,-9,0,-9,0.5,-1
Cc1ccc(CNC(=O)Nc2ccc(OC(F)(F)F)cc2)n1C,-2,·,-5,0,1,1,0.1,-11
Cc1ccc(N(CC(=O)NCCSc2nc3ccccc3s2)S(=O)(=O)c2ccccc2)c(C)c1,3,-8,-5,16,4,0,0.3,·
O=c1ncn(-c2cccc(Cl)c2)c2ccccc12,-4,·,-2,6,·,0,0.0,·
Cc1ccc(Nc2cc(C)c(O)c(C)c2)cc1,1,6,-3,·,-2,-1,0.0,15
CSc1sc(C(=O)NNC(=O)c2ccc(Cl)cc2)c2c1C=CCC2,2,·,0,·,-3,·,0.0,·
CC(C)c1nc(SCC(=O)Nc2cccc3ccccc23)n[nH]1,0,·,-1,12,-1,0,-0.1,6
COc1ccc(C#Cc2ccc3c(c2)[C@H]2[C@H](CCN2S(=O)(=O)c2ccc(OC)cc2)[C@H](CO)N3C)cc1,-18,-6,3,16,6,3,0.0,-1
CC(C)(CC(=O)O)CC(=O)N1CCCN(c2nccc(C(F)(F)F)n2)CC1,1,4,1,-8,-2,-6,0.0,4
CC(C)NC(=O)Cn1c(=O)c2c(ncn2Cc2ccccc2)n(Cc2ccccc2)c1=O,0,33,-1,·,·,0,·,·
COc1cc(/C=C/C(=O)OCC(=O)N2CCC(Cc3ccccc3)CC2)ccc1O,3,·,·,-11,-2,3,0.0,·
Cc1cc(OCc2cc(C(=O)NC(C)c3c(C)nn(C)c3C)no2)cc(C)c1Cl (stereo not drawn),3,-5,18*,-103,-3,0,0.0,8
O=C(C1CCN(c2nnc(-n3cccc3)s2)CC1)N1CCOCC1,-5,-2,-2,-14,0,3,0.1,·
CNC(=O)CSc1nc2ccccc2c(=O)n1CCc1ccccc1,3,-2,2,-2,-2,4,0.2,-12
CC1(C2CCC3(C)OC3C2)CO1 (stereo not drawn),-9,2,-2,·,-2,-2,·,-6
COc1ccc(-c2noc3c2-c2nc(-c4ccc(Br)cc4)sc2CC3)cc1,·,1,·,5,0,·,0.0,-12
CCCn1c(C)cc(/C=C(\C#N)C(=O)O)c1C,3,3,2,26,-3,-1,0.0,·
Cc1sc2ncnc(N3CCC(C(=O)Nc4nc(-c5cccs5)cs4)CC3)c2c1C,2,-2,-4,-20,-3,1,0.0,-3
C[C@@H]1CN([C@H](C)CO)C(=O)c2cc(NS(=O)(=O)c3ccc(Cl)cc3)ccc2O[C@@H]1CN(C)C,27,1,-1,8,1,-8,0.5,9
COc1cccc(S(=O)(=O)N(C)C[C@H]2OCc3cnnn3CCCC(=O)N([C@H](C)CO)C[C@H]2C)c1,1&-1&5,-2&12&-10,-6&-2&-4,11,103*!,0&2&-2,0.0&-0.5,13&0&-7
Cc1[nH]c(=O)c(C#N)c(C)c1CCC(=O)Nc1cc(S(C)(=O)=O)ccc1Cl,-6,-12,9,18,-3,5,0.2,-2

# Pulled by structure from above, 2 records:
SMILES,S100A4 inh HTS,PGC1a acetyl inh,SIRT5 inh,LGR2 inh,Cneo AK release,ERAP1 inh,Xi reactivation,Statin myotox sup
Cc1ccc(C(=O)CSc2ccc(-c3cccnc3)nn2)cc1,0,4,1,4,·,1,0.1,-8
CC(=O)N(C)C[C@H]1OCc2ccccc2-c2c(n(C)c3ccccc23)C(=O)N([C@@H](C)CO)C[C@H]1C,19,5,-1,10,1,0,0.2,-8

# (list continues)
SMILES,S100A4 inh HTS,PGC1a acetyl inh,SIRT5 inh,LGR2 inh,Cneo AK release,ERAP1 inh,Xi reactivation,Statin myotox sup
C[C@H]1CN([C@@H](C)CO)C(=O)c2cccc(NC(=O)Nc3ccc(F)cc3)c2O[C@@H]1CN(C)Cc1ccc2c(c1)OCO2,-4,-2,6,-6,1,1,-1.0,-37
CCOC(=O)C1CCCN(C(=S)NC2CCCCC2)C1 (stereo not drawn),-5,3,-4,7,17,-2,-0.1,6
CCOc1ccc(C(=O)N2CCN(c3ccccn3)CC2)cc1OCC,5,7,·,-6,0,-1,0.3,-8
C[C@@H]1CN([C@@H](C)CO)C(=O)Cc2cc(NC(=O)Nc3ccc4c(c3)OCO4)ccc2O[C@@H]1CN(C)S(=O)(=O)c1ccc(F)cc1,1,3,-2,18,·,1,-1.3,-1
C[C@H](CO)N1C[C@H](C)[C@@H](CN(C)S(=O)(=O)c2cn(C)cn2)Oc2cc(C3=CCCC3)ccc2S1(=O)=O,22,-13,2,9,-3,2,-0.1,-30
C[C@@H]1CN([C@H](C)CO)S(=O)(=O)c2ccc(C3=CCCCC3)cc2O[C@H]1CN(C)Cc1ccccn1,-25,-4,6,-3,0,4,-0.1,-159
CC1CCCC(C)N1C(=O)c1ccc(S(=O)(=O)NCc2ccco2)cc1 (stereo not drawn),-1,·,-3,8,9,-2,0.6,-23

# These rows are one share of the data; rates above refer to the full screens.
